Screening results (PubChem)
RAD54 inh: inhibitors of human RAD54 branch migration | RAD54 Holliday junction branch migration, FAM/BHQ fluorescence | 360,000 tested, 0.14% active | inhibition, % at 10.4 µM;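 active = mean normalized replicate activity at least 40 and at least half of replicates scoring 40 or more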;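 also: 0% = median of neutral control wells and 100% = median of positive control wells; inhibitors cause a drop in the FAM fluorescence signal; in these data hits start at about 50%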
Target sequence (Q92698 whole entry, looked up): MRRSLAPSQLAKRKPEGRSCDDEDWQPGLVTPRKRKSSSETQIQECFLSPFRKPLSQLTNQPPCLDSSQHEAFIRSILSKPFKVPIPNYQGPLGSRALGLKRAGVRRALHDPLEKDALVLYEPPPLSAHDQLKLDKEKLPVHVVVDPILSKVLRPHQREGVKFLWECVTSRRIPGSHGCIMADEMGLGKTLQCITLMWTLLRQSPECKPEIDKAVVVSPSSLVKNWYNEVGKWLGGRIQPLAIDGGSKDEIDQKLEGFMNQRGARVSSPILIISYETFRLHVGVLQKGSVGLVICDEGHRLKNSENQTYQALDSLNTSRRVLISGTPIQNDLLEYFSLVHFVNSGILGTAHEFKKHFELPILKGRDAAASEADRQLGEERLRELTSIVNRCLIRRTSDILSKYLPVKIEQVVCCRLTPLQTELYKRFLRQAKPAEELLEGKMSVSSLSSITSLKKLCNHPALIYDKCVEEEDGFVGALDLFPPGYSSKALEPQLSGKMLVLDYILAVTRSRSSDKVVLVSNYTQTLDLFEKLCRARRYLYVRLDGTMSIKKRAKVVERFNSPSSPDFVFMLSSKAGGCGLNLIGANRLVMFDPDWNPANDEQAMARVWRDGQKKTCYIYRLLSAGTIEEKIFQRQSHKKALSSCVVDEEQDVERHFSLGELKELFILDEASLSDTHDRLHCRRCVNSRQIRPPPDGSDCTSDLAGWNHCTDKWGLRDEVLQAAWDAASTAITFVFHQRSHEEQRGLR
INS-1E GSIS act: GLuc luminescence reporter in INS-1E cells, primary screen for activators of glucose-dependent secretion of insulin | 370,000 tested, 0.61% active | AID 743287 | activation, % at 16.6 µM | INS-1E GLuc reporter insulin secretion, 2-3 h;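 active = lowest replicate activation of at least 40%, so every replicate reaches that level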;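 also: 0% = median of neutral control wells and 100% = median of IBMX positive control wells; some compounds called inactive have numbers as strong as hits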
CFTR F508del cor: correctors of CFTR F508del function in bronchial epithelial cells. activity (quench increase), % at 7.58 µM. 350,000 tested, 0.36% active. AID 720511. CFBE cells, YFP halide quenching; stimulated with forskolin plus potentiator P3; % fluorescence drop versus neutral controls;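 active = mean added fluorescence quench of at least 8% versus neutral control, with both replicates also reaching 8%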;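 also: cells transiently co-express mutant CFTR-F508del with the halide-sensitive YFP; corrector assay measuring rescue of mutant channel to the surface after 24 h compound exposure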
ERAP1 HTS inh: ERAP1 (human) enzyme inhibition; inhibition, % at 10.7 µM; 340,000 tested, 0.15% active; Q9NZ08; recombinant ERAP1, Leu-AMC fluorescence, 60 min;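 active = mean replicate inhibition of at least 30%, or all replicates individually reaching that 30% level; inactive = mean below 30% and not every replicate reaching it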;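 also: 0% = neutral control wells and 100% = L-leucinethiol positive control wells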
esBAF inh: blocks esBAF chromatin remodeling in mouse ES cells. Bmi1-luciferase knock-in reporter, 24 h; 100% = twice the neutral-well signal. reporter increase, % at 12.5 µM. 350,000 tested, 2% active. AID 602393; in the data active = activation above about 40%;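 also: 0% = median of the plate's neutral control wells and 100% = double that signal; a rise in the Bmi1 reporter signal indicates esBAF inhibition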
Xi reactivation: X-chromosome reactivation activator; 360,000 tested, 0.055% active; activation, % at 7.58 µM; XiGFP mouse fibroblasts, % GFP-positive cells imaging, 3 d; cells co-treated with 5-aza-dC sensitizer; scaled so ellipticine positive control = 100%; AID 743238;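 active = mean normalized replicate activation at least 10% and every replicate at or above 10%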;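 also: 0% = median of on-plate neutral control wells and 100% = ellipticine 6 µM median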
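Material: XiGFP fibroblasts, SV40-immortalized; Buffer or medium: DMEM containing 5-aza-dC; Compound dosing: single point; Times: 3 days compound exposure.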
ARNT TACC3 PPI: disrupts binding between human ARNT and TACC3; inhibition, % at 9.99 µM; AID 623870; 390,000 tested, 0.66% active; AlphaScreen His-ARNT PAS-B/GST-TACC3 binding, luminescence; TACC3 fragment carries E629A point mutation;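 active = mean inhibition of replicates at least 50% and at least half of replicates each reaching 50%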;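 also: 0% = complete ARNT plus TACC3 wells and 100% = ARNT alone without TACC3; many hits fall short of the cut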
RAD52 anneal inh: inhibitors of human RAD52 DNA annealing. P43351. recombinant RAD52 DNA annealing, FRET fluorescence. 360,000 tested, 0.46% active. inhibition, % at 18.7 µM;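 active = every replicate showing at least 50% inhibition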
Numbers without * were called inactive; . = not tested or not shown.

SMILES	RAD54 inh	INS-1E GSIS act	CFTR F508del cor	ERAP1 HTS inh	esBAF inh	Xi reactivation	ARNT TACC3 PPI	RAD52 anneal inh
COc1ccc(-n2nc(C(=O)NCC(=O)NCCCN3CCOCC3)c3ccccc3c2=O)cc1Cl	3	7	2.9	9	-5	0.0	3	-5
O=C(c1ccccc1)N1CCN(C(=O)c2cccnc2)CC1	-1	5	-0.4	3	-5	0.3	-5	8
CC(C)(C)c1cc(NC(=O)COC(=O)c2ccc(O)cc2O)n(-c2ccccc2)n1	10	-49	-2.0	4	-6	0.2	-1	8
COc1cccc(NC(=O)N(C)C[C@H]2Oc3cc(-c4cccc(C(=O)N(C)C)c4)ccc3S(=O)(=O)N([C@@H](C)CO)C[C@H]2C)c1	6	-13	-2.7	18	3	0.6	2	-16
NC(=O)C1CCN(c2nc(-c3ccc4c(c3)OCCO4)cs2)CC1	.	.	-2.8	-2	.	0.1	.	4
C[C@@H]1CN([C@@H](C)CO)C(=O)c2cc(N(C)C)ccc2O[C@@H](C)CCCCO[C@H]1CN(C)C(=O)CCCN(C)C	1	2	-0.2	-1	-1	0.0	-11	2
C[C@@H]1CN([C@@H](C)CO)C(=O)Cc2cc(NC(=O)CCCN(C)C)ccc2O[C@H]1CN(C)S(C)(=O)=O	-10	3	-3.1	0	2	-0.9	-2	-13
CC(C)NC(=O)N(C)C[C@H]1OCCCC[C@@H](C)Oc2ccc(N(C)C)cc2C(=O)N([C@H](C)CO)C[C@H]1C	-6	13	-3.8	-2	.	0.1	4	-33
CCOc1ccccc1C(=O)NC(C(=O)NCCc1ccccn1)C(C)C (stereo unspecified)	0	10	2.6	2	-2	0.0	-8	-31
Cc1ccc(N(CC(=O)N2CCN(c3ccc(F)cc3)CC2)S(=O)(=O)c2c(C)noc2C)cc1	-1	-34	-1.5	2	8	0.1	6	-5
Cc1ccc(S(=O)(=O)Nc2cccc3c2O[C@H](CN(C)Cc2ccncc2)[C@@H](C)CN([C@H](C)CO)C3=O)cc1	7	-2	-4.0	1	3	-0.7	-4	11
COCC(=O)N1CCCCN2[C@H](CO)[C@H](c3ccc(C#Cc4ccccc4)cc3)[C@@H]2C1	-21	11	-1.1	-3	4	0.1	7	0
CCc1ccc(N2C(=O)CN(Cc3sccc3C)C2=S)cc1	.	17	-2.6	0	.	-0.1	-7	-33
CCOC(=O)C1=C(COC(=O)c2ccc(Cl)c(S(=O)(=O)N3CCOCC3)c2)NC(=O)NC1C (stereo unspecified)	-22	3	1.8	7	-1	0.0	-5	-18
Cc1ccc(OCC(=O)Nc2sc3c(c2C#N)CC(C)(C)NC3(C)C)cc1	.	5	-4.2	0	.	-0.3	-20	-4

Given with two lines to a compound: 14 of the compounds above.
Each structure is followed by: RAD54 inh, INS-1E GSIS act, CFTR F508del cor, ERAP1 HTS inh, esBAF inh, Xi reactivation, ARNT TACC3 PPI, RAD52 anneal inh
COc1ccc(-n2nc(C(=O)NCC(=O)NCCCN3CCOCC3)c3ccccc3c2=O)cc1Cl
→ 3, 7, 2.9, 9, -5, 0.0, 3, -5
O=C(c1ccccc1)N1CCN(C(=O)c2cccnc2)CC1
→ -1, 5, -0.4, 3, -5, 0.3, -5, 8
CC(C)(C)c1cc(NC(=O)COC(=O)c2ccc(O)cc2O)n(-c2ccccc2)n1
→ 10, -49, -2.0, 4, -6, 0.2, -1, 8
COc1cccc(NC(=O)N(C)C[C@H]2Oc3cc(-c4cccc(C(=O)N(C)C)c4)ccc3S(=O)(=O)N([C@@H](C)CO)C[C@H]2C)c1
→ 6, -13, -2.7, 18, 3, 0.6, 2, -16
NC(=O)C1CCN(c2nc(-c3ccc4c(c3)OCCO4)cs2)CC1
→ ., ., -2.8, -2, ., 0.1, ., 4
C[C@@H]1CN([C@@H](C)CO)C(=O)c2cc(N(C)C)ccc2O[C@@H](C)CCCCO[C@H]1CN(C)C(=O)CCCN(C)C
→ 1, 2, -0.2, -1, -1, 0.0, -11, 2
C[C@@H]1CN([C@@H](C)CO)C(=O)Cc2cc(NC(=O)CCCN(C)C)ccc2O[C@H]1CN(C)S(C)(=O)=O
→ -10, 3, -3.1, 0, 2, -0.9, -2, -13
CC(C)NC(=O)N(C)C[C@H]1OCCCC[C@@H](C)Oc2ccc(N(C)C)cc2C(=O)N([C@H](C)CO)C[C@H]1C
→ -6, 13, -3.8, -2, ., 0.1, 4, -33
CCOc1ccccc1C(=O)NC(C(=O)NCCc1ccccn1)C(C)C (stereo unspecified)
→ 0, 10, 2.6, 2, -2, 0.0, -8, -31
Cc1ccc(N(CC(=O)N2CCN(c3ccc(F)cc3)CC2)S(=O)(=O)c2c(C)noc2C)cc1
→ -1, -34, -1.5, 2, 8, 0.1, 6, -5
Cc1ccc(S(=O)(=O)Nc2cccc3c2O[C@H](CN(C)Cc2ccncc2)[C@@H](C)CN([C@H](C)CO)C3=O)cc1
→ 7, -2, -4.0, 1, 3, -0.7, -4, 11
COCC(=O)N1CCCCN2[C@H](CO)[C@H](c3ccc(C#Cc4ccccc4)cc3)[C@@H]2C1
→ -21, 11, -1.1, -3, 4, 0.1, 7, 0
CCc1ccc(N2C(=O)CN(Cc3sccc3C)C2=S)cc1
→ ., 17, -2.6, 0, ., -0.1, -7, -33
CCOC(=O)C1=C(COC(=O)c2ccc(Cl)c(S(=O)(=O)N3CCOCC3)c2)NC(=O)NC1C (stereo unspecified)
→ -22, 3, 1.8, 7, -1, 0.0, -5, -18

Next section
SMILES	RAD54 inh	INS-1E GSIS act	CFTR F508del cor	ERAP1 HTS inh	esBAF inh	Xi reactivation	ARNT TACC3 PPI	RAD52 anneal inh
Cc1cc(C)c2nc(NC(=O)c3ccc(OCC4CCCO4)cc3)sc2c1 (stereo unspecified)	.	4	.	0	.	0.1	.	5
Cc1nn(CC(=O)NN)c(C)c1Br	-1	.	5.7	.	.	0.0	-7	-3
O=C(C1CC1)N1CC[C@@H]2[C@H]1c1cc(Br)ccc1N[C@@H]2CO	8	-12	0.4	.	47*	0.2	-3	.
COc1ccc2c(c1)-c1ccccc1S(=O)(=O)N2C(C)=O	3	8	2.3	-12	-5	.	-17	2
Cc1ccc(Cn2c(=O)n(C)c(=O)c3sccc32)cc1	2	-1	0.2	-1	1	-0.1	7	-8
O=C(O)C1(O)C[C@H](O)C(O)[C@@H](O)C1 (stereo partly specified)	-11	.	0.0	-3	4	-0.1	-2	-9
CCC(=O)Nc1ccc(NC(=O)CSc2nnnn2-c2cccnc2)cc1C	-5	9	2.5	-3	-1	.	-8	1
O=C(Nc1ccc(Oc2ccc(C(=O)O)c(C(=O)O)c2)cc1)c1cccs1	.	3	-2.5	1	.	0.1	-9	-13
COc1ccccc1N1CCN(CC(O)c2ccc3cc[nH]c3c2)CC1 (stereo unspecified)	5	.	0.4	6	3	0.3	.	0
CNc1nc(SCC(=O)Nc2ccccc2)nc(N2CCOCC2)n1	7	12	0.6	2	.	0.0	-10	-7
COc1c(/C=C2\SC(=Nc3ccccc3Cl)NC2=O)cccc1[N+](=O)[O-]	2	-18	0.7	2	-2	0.1	-7	-9
COc1ccc(NC(=O)N(C)C[C@@H]2Oc3ccc(NC(=O)CCN4CCOCC4)cc3CC(=O)N([C@@H](C)CO)C[C@H]2C)cc1	2	16	-1.3	1	5	0.0	5	7
CCOc1cccc2cc(C(=O)NC(C)c3ccccc3)c(=N)oc12 (stereo unspecified)	-10	0	0.0	2	3	-0.1	0	-19
CNC[C@H]1Oc2ccc(NC(=O)c3ccncc3)cc2C(=O)N([C@H](C)CO)C[C@H]1C	-34	13	-0.8	1	-4	-0.5	6	15
CCC(=O)N1c2ccccc2C(N(C(=O)CC)c2ccccc2)CC1C (stereo unspecified)	3	-16	.	-4	-3	0.2	8	-6
Cc1cccc(S(=O)(=O)N2CCCCN3[C@@H](CO)[C@@H](c4ccc(-c5ccccc5)cc4)[C@@H]3C2)c1	5	.	-5.5	2	.	.	4	64*
O=C1O[C@@H](c2ccccc2)[C@@H](c2ccccc2)N2[C@@H](c3ccc(O)cc3)[C@]3(C(=O)Nc4ccccc43)[C@@H](C(=O)N3CCCCCCC3)[C@H]12	-3	.	-2.1	0	.	.	22	58*
CN1CCN(Cc2c(C(=O)N3CCc4ccccc4C3)nc3ccc(Cl)cn23)CC1	-5	2	-1.1	-3	1	-0.1	20	-10
O=C(NCC(F)(F)F)c1nn(Cc2ccccc2)c(=O)c2ccccc12	-9	37	-0.8	-2	-2	0.1	4	-5
CN(Cc1ccccc1)S(=O)(=O)c1ccccc1Br	5	-9	-4.9	.	2	-0.1	-6	-6
COC(=O)C1CCCN1C(=O)C1CCCN1C(=O)CNC(=O)OCc1ccccc1 (stereo unspecified)	-4	-1	.	.	0	.	-5	.
CCOC(=O)c1c(C)c[nH]c1C	.	5	-1.7	-4	.	0.0	-9	-16
C=C(C)Cn1c2ccc(NC(=O)CCc3cccnc3)cc2c(=O)n1C	-6	1	-2.9	-4	-6	0.4	.	-9
CCc1cc(C(=O)N(Cc2ccccc2)c2c(N)n(CCOC)c(=O)[nH]c2=O)sc1C	.	14	-4.2	2	.	0.1	-23	-9
COc1ccc(/C=C(\NC(=O)c2ccc(Cl)cc2)C(=O)NCC2CCCO2)cc1OC (stereo unspecified)	11	1	0.2	-2	-3	-0.1	-5	-12
Cc1ccc2c(c1)c1nnc(SCC(=O)Nc3ccc(N(C)C)cc3)nc1n2CC(=O)O	-17	5	0.9	1	-16	0.0	34	-8
COc1ccc(NC(=O)Nc2cccc3c2O[C@@H](CN(C)Cc2ccc(-c4ccccc4)cc2)[C@H](C)CN([C@H](C)CO)C3=O)cc1	1	-9	-1.8	-2	-4	0.0	3	-6
COc1ccc(C)cc1NC(=O)c1nn(-c2ccccc2)cc1OC	-1	4	2.4	0	-10	0.1	.	-22
C[C@H]1CN([C@@H](C)CO)C(=O)c2cccc(NC(=O)C3CCOCC3)c2O[C@@H]1CN(C)C(=O)Nc1ccc(C(F)(F)F)cc1	-4	-7	-0.3	5	4	-1.0	-11	-1
CC1CCN(C(=O)CN(Cc2ccc(F)cc2)S(C)(=O)=O)CC1	-9	11	2.1	-2	-3	0.0	-4	-13
COc1ccc(NC(=O)Nc2ccc3c(c2)CC(=O)N([C@H](C)CO)C[C@@H](C)[C@H](CN(C)Cc2ccc(Oc4ccccc4)cc2)O3)cc1	1	2	0.5	1	12	-0.8	-1	33
CCOc1ccccc1NC(=O)Cn1c(-c2ccc(Cl)cc2)noc1=O	-10	-14	1.3	1	.	-0.2	-1	-9
CCOc1cc(C(=O)N(C)CC(=O)Nc2cccc(F)c2)ccc1OCC(=O)N1CCCCC1	-6	1	-0.1	0	0	0.2	5	5
CS(=O)(=O)N1[C@@H](C#N)[C@H](c2ccc(C#CC3CC3)cc2)[C@@H]1CO	-38	14	3.1	2	-8	0.0	-6	-10
O=C(/C=C/c1ccccc1)N(Cc1ccc(Cl)cc1)C1CCS(=O)(=O)C1 (stereo unspecified)	0	-15	1.5	1	-7	0.1	.	-14
Cc1cc(Cc2cc(C)c(O)c(CO)c2)cc(CO)c1O	-4	-4	-1.8	-2	.	0.4	39	-1
CN(C)CC(=O)N1CC2(C1)[C@H](c1ccccc1)[C@H](CO)N2C(=O)C1CCC1	.	2	2.0	2	.	0.1	.	-3
COc1ccc(C#Cc2cnc3c(c2)C(=O)N([C@H](C)CO)C[C@H](C)[C@@H](CN(C)C(=O)CN(C)C)O3)cc1	11	-1	-3.2	4	-3	-0.4	13	45
CC(=O)NCCn1c(SCC(=O)Nc2ccc(C)cc2)nc2ccccc2c1=O	.	-2	0.8	-2	1	0.2	-3	-11
